# Source: PubChem
# KCNK3 block = human KCNK3 channel inhibition, primary screen; 340,000 compounds, 0.84% hits; B-score at 10 µM; CHO-KCNK3 thallium flux, FluxOR fluorescence; stronger effect = lower value; AID 602410; O14649;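 active means B-score under library mean minus 4 SD, starting fluorescence ratio at most library mean plus 5 SD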;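 further: more negative B-score means stronger inhibition of thallium flux through KCNK3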
# Dyrk1A ADPGlo = blocks rat Dyrk1A kinase activity. Q63470. ADP-Glo luminescence, NFATc1 peptide. inhibition, % at 12.5 µM. 310,000 compounds, 0.43% hits. AID 504441; in the data active means inhibition above about 50%;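 further: plate controls were vehicle with enzyme for no effect and no enzyme for full effect; many of its hits are not listed in these tables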
# hERG protect = shields human hERG channel from block by proarrhythmic agents. CHO-hERG, FluxOR thallium flux, dofetilide IC70 present. activation (rescue from dofetilide block), less the hit threshold, % at 10 µM. Q12809. 310,000 compounds, 0.51% hits;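 active means activation above the mean of controls blocked by dofetilide plus 5 SD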;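 further: thallium influx through hERG after potassium depolarization seen as dye fluorescence rise; in these data hits start at about 4.7%; inactives centre near -7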
# Target sequence (Q12809 whole entry, looked up): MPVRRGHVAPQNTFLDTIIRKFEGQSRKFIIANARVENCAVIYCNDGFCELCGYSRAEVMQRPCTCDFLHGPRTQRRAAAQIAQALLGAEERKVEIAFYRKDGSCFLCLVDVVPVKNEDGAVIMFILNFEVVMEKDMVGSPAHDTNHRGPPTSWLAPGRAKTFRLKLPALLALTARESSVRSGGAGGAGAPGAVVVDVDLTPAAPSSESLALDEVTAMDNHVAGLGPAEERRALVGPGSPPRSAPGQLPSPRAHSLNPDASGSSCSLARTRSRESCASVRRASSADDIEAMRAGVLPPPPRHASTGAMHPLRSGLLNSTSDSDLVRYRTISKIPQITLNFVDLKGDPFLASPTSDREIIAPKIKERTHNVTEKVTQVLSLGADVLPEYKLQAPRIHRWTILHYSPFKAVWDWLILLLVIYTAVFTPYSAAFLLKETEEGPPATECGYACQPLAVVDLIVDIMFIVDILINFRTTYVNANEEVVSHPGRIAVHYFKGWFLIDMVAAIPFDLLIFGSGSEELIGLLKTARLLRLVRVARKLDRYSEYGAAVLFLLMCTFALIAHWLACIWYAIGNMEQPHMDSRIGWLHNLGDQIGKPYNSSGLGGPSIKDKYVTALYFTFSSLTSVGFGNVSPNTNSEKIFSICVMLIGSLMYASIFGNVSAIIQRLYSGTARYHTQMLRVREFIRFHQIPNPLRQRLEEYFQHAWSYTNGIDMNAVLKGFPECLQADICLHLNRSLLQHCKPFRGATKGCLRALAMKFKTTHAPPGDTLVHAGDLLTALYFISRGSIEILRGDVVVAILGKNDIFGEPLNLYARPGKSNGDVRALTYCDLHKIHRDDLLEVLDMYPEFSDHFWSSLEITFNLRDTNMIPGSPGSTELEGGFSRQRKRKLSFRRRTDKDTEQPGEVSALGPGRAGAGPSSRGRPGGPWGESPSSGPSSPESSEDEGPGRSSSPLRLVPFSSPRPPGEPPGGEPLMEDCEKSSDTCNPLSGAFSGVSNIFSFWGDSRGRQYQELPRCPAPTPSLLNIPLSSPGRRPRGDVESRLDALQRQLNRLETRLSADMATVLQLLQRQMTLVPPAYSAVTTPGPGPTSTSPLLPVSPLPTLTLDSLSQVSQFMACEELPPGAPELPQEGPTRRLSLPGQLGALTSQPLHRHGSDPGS
# KCNQ1 act = potentiators or activators of human KCNQ1 potassium channel; P51787; CHO-K1 KCNQ1, thallium flux FluxOR fluorescence; stronger effect = higher value; B-score at 10 µM; 310,000 compounds, 0.35% hits;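 active means fluorescence ratio B-score, a plate-corrected score, at least three library SD, with initial intensity B-score within 5 SD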
#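 Assay system: stable KCNQ1 CHO-K1 line; medium: assay buffer, equal DMSO in all wells; timing: 90 min dye loading and 20 min compound exposure, both at room temperature; technique: kinetic FluxOR thallium fluorescence, 10-s 1-Hz baseline, 110-s post-stimulus read; read-out basis: B score of baseline-normalized fluorescence ratio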
# TRPC4 potent = allosteric potentiators of mouse TRPC4 channel; HEK293 TRPC4beta/mu-opioid, DAMGO EC20, Fluo-4 Ca2+ flux; stronger effect = higher value; Q9QUQ5; 310,000 compounds, 0.42% hits; B-score at 10 µM; AID 2227;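 active means B-score of calcium response area above 5 SD of library B-scores, with initial fluorescence ratio within 5 SD of library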;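 further: B-score of integrated fluorescence ratio over time as area under calcium response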
# KCNK9 inh = inhibitors of human KCNK9 two-pore domain potassium channel; HEK293 KCNK9, FluxOR thallium flux fluorescence; stronger effect = lower value; B-score at 10 µM; 310,000 compounds, 1.2% hits; AID 488922;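 active means ratio B-score over 3 SD below the library mean, with starting fluorescence within 5 SD of its mean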;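 further: negative B-score means less thallium flux so channel inhibition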
# TRPC4 block = blocks the mouse TRPC4 cation channel | Q9QUQ5 | HEK293 TRPC4beta/mu-opioid, DAMGO-evoked Fluo4 calcium flux; stronger effect = lower value | B-score at 10 µM | 300,000 compounds, 0.39% hits | AID 2247;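 active means B-score over 3 SD under the library average, no early fluorescence shift, positive overall ratio signal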
#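 Test system – stable TRPC4beta/mu-opioid receptor HEK293 cells · Probe or stimulus – DAMGO, a submaximal dose followed by a maximal one · Dosing – one concentration per compound · Signal – Fluo4 calcium fluorescence by kinetic imaging, 5 s 1 Hz baseline · Evaluation – per-well B score of integrated baseline-normalized Fluo4 ratio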
# Platelet DG rel = platelet dense granule release activity; human platelet-rich plasma, SFLLRN dense granule ATP release, luminescence; inhibition, %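 (compounds screened at 7.5 µM in platelet-rich plasma)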; 300,000 compounds, 0.22% hits; AID 1663;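 active means mean replicate score, as percent of positive control, at or above 50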
# PolyA inhibitor = inhibitors of polyadenylation in S. cerevisiae | S. cerevisiae SKY197-pL101 polyadenylation reporter, beta-gal luminescence; efflux-impaired pdr1/pdr3 knockout yeast; score 100 = 6 SD above DMSO | calls only at 12 µM | 300,000 compounds, 0.02% hits;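 active means lowest replicate activity score at least 50, where 100 means six control SD above control mean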;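 further: yeast exposed to compound for 9 h at 30 °C; higher score means more reporter readthrough which indicates perturbed polyadenylation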
# KCNQ1 inh = blocks the human KCNQ1 potassium channel; B-score at 10 µM; P51787; AID 2642; 310,000 compounds, 1.3% hits; CHO-K1 KCNQ1, FluxOR thallium flux fluorescence; stronger effect = higher value;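 active means compounds whose thallium flux B-score, printed positive for inhibition, exceeds three library SD while starting fluorescence stays within three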;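 further: channel opened by potassium depolarization with thallium stimulus after 20 min compound exposure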
# TRPC4 agonist = TRPC4 (mouse) channel activation; HEK293 TRPC4beta/mu-opioid, Fluo4 calcium fluorescence; stronger effect = higher value; B-score at 10 µM; 310,000 compounds, 0.49% hits; AID 2237;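 active means B-score above 5 SD of library B-scores, and initial fluorescence ratio not above library mean plus 5 SD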;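 further: positive B-score marks a calcium rise read as TRPC4 activation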
#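 Assay system: HEK293 stable line with TRPC4beta plus mu-opioid receptor; schedule: 45 min room-temperature Fluo4 loading, 110 s read; technique: kinetic Fluo4 calcium fluorescence; evaluation: integrated baseline-normalised fluorescence ratio, converted to per-well B score; controls: buffer (low) and maximal DAMGO (high)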
# An asterisk follows results filed as active; i = inactive; . = no result given. These rows are one share of the data; rates above refer to the full screens.
SMILES,KCNK3 block,Dyrk1A ADPGlo,hERG protect,KCNQ1 act,TRPC4 potent,KCNK9 inh,TRPC4 block,Platelet DG rel,PolyA inhibitor,KCNQ1 inh,TRPC4 agonist
CCOC(=O)C1C(=O)NC(c2ccccc2)=NC1c1ccc(O)c(OC)c1 (stereo unspecified),i,1,1,i,i,i,i,7,i,i,i
CSc1ccc(CCNC(=O)CCc2nnc3ccc(N4CCOCC4)nn23)cc1,i,0,-10,i,i,i,i,1,i,i,i
COc1ccc(C(=O)OCC(=O)NCCCc2ccccc2)cc1[N+](=O)[O-],i,0,-10,i,i,i,i,-7,i,i,i
Cc1ccc(CCNC(=O)c2cc(S(=O)(=O)N3CCCC3)cn2C)cc1,i,6,-9,i,i,i,i,4,i,i,i
COc1cc(NC(=O)c2cc(-c3cccnc3)nc3ccc(Br)cc23)cc(OC)c1,i,.,-2,i,i,i,i,0,i,i,i
Cn1c(NNC(=O)CCC2CCCCC2)cc(=O)n(C)c1=O,i,2,-5,i,i,i,i,3,i,i,i
O=C(OCC1OC(n2ccc(=O)[nH]c2=O)C(O)C1OC(=O)c1ccccc1)c1ccccc1 (stereo unspecified),i,18,-2,i,i,i,i,2,i,i,i
COc1ccc(CCNC(=O)C2CCN(S(=O)(=O)c3ccc(C)cc3)CC2)cc1,i,-1,-10,i,i,i,i,-3,i,i,i
O=C(C[n+]1cccc2ccccc21)c1ccc(NC(=O)c2ccccc2)cc1,i,-2,-8,i,i,i,i,7,i,i,i
Cc1ccnc2nc(C(=O)NCCc3ccc(F)cc3)nn12,i,5,-11,i,i,i,i,-1,i,i,i
Cc1cc(C)cc(OCC(=O)Nc2ccccc2C(=O)NCc2ccco2)c1,i,-1,0,i,i,i,i,6,i,i,i
CCOCCCNS(=O)(=O)c1ccc(NC(=O)c2ccc([N+](=O)[O-])cc2Cl)cc1,i,6,-5,i,i,i,i,4,i,i,i
O=C(NCCN1C(=O)S/C(=C\c2cccnc2)C1=O)C1=NN(c2ccccc2)C(=O)CC1,i,-2,-9,i,i,i,i,-1,i,i,i
O=C(NNC(=O)c1ccc([N+](=O)[O-])cc1C(=O)O)c1ccncc1,i,4,-4,i,i,i,i,-5,i,i,i
CCc1cccc(NS(=O)(=O)c2ccc3c(c2)N(C)CCO3)c1,i,-4,-17,i,i,i,i,-12,i,i,i
Cc1nc2nc[nH]n2c(=O)c1CCOC(=O)c1c(F)cccc1F,i,-5,-5,i,i,i,i,-2,.,i,i
COc1ccccc1NC(=O)CSc1nnc(Cc2cccs2)n1C,i,5,-7,i,i,i,i,3,i,i,i
OCc1ccccc1SSc1ccccc1CO,i,.,-8,i,i,i,i,-5,i,i,i
Cc1ccccc1C(=O)N1CCC(C(=O)N(C)CC(=O)Nc2cccc(F)c2)CC1,i,-2,-8,i,i,i,i,-4,i,i,i
O=C(O)CCCn1cc(NC(=O)c2cccc(F)c2)cn1,i,.,-9,i,i,i,i,-5,i,i,i
Cc1sc(N2C(=O)C3C4C=CC(C4)C3C2=O)c(C#N)c1C (stereo unspecified),i,-3,-7,i,i,i,i,-11,i,i,i
Nn1c(Cc2cccc3ccccc23)nnc1SCC(=O)NCC1CCCO1 (stereo unspecified),i,13,-15,i,i,i,i,7,i,i,i
CCOc1ccccc1NC(=S)NC(=O)C1CCCCC1,i,7,-3,i,i,i,i,16,i,i,i
O=S(=O)(c1ccc(N2CCN(CCO)CC2)nc1)N1CCCCC1,i,5,-8,i,i,i,i,-6,i,i,i
CN(C)c1nc(NCc2ccccc2)nc(Oc2ccc(=O)[nH]n2)n1,i,-1,-10,i,i,i,i,-1,i,i,i
SMILES,KCNK3 block,Dyrk1A ADPGlo,hERG protect,KCNQ1 act,TRPC4 potent,KCNK9 inh,TRPC4 block,Platelet DG rel,PolyA inhibitor,KCNQ1 inh,TRPC4 agonist
CCc1ccc(N(CC(=O)Nc2ccc(NC(C)=O)cc2)S(=O)(=O)c2ccccc2)cc1,i,-4,-5,i,i,i,i,-6,i,i,i
O=C(CO/N=C/c1ccc(OC(F)F)cc1)NCc1ccco1,i,6,-6,i,i,i,i,-7,i,i,i
Cc1[nH]c2ccc(-c3nnc(SCC(=O)NCc4ccco4)n3Cc3ccccc3)cc2c1C,i,-11,-16,i,i,i,i,-8,i,i,i
Cn1c(NCCCN2CCOCC2)nc2c1c(=O)n(Cc1ccc(Cl)c(Cl)c1)c(=O)n2C,i,1,-14,i,i,i,i,0,i,i,i
COc1cc(Cl)ccc1OCc1cc(C(=O)N2CC[C@@H]3CCCC[C@H]3C2)no1,i,2,-7,i,i,i,i,-2,i,i,i
CC(C)(C)c1ccc(S(=O)(=O)NCC(=O)N2CCCC2)cc1,i,2,-4,i,i,i,i,2,i,i,i
CCOC(=O)CN(C(=O)Cn1nnc(-c2ccc(C)cc2)n1)C(CC)C(=O)NC1CCCC1 (stereo unspecified),i,-5,-10,i,i,i,i,3,i,i,i
CCCCC(CCC(=O)O)(C(=O)OCC)c1csc(N)n1 (stereo unspecified),i,12,0,i,i,i,i,2,i,i,i
O=C(NCC1CCCO1)c1cc(-c2ccncc2)nc2ccc(S(=O)(=O)N3CCOCC3)cc12 (stereo unspecified),i,3,-3,i,i,i,i,0,i,i,i
O=S(=O)(c1cccc(-c2cn3ccccc3n2)c1)N1CCCCC1,i,3,-7,i,i,i,i,-2,i,i,i
Cc1ccc(S(=O)(=O)NN2C(=O)/C(=C/c3cccnc3)SC2=S)cc1,i,-1,-4,i,i,i,i,-2,i,i,i
CCOc1ccccc1C1C(C(N)=O)=C(C)Nc2nc(CCCO)nn21 (stereo unspecified),i,9,-9,i,i,i,i,5,i,i,i
Cc1ccc(Cn2ccc(NC(=O)c3nn(C)cc3Cl)n2)cc1,i,4,-8,i,i,i,i,3,i,i,i
C/C(=N\O)C1CC(CC(=O)O)C1(C)C (stereo unspecified),i,-2,-2,i,i,i,i,7,i,i,i
Cc1cc(C)c(O)c(-c2n[nH]c3c2C(c2cccc(O)c2)N(Cc2ccco2)C3=O)c1 (stereo unspecified),i,-4,-9,i,i,-11*,i,-21,i,i,i
COc1ccc2c(c1)c(/C=N/Nc1nc3ccccc3[nH]1)c(C)n2C,i,0,-9,i,i,i,i,0,i,i,i
Cc1ccc(-c2nc(CS(=O)CC(=O)NCCCN3CCN(Cc4ccccc4)CC3)c(C)o2)cc1 (stereo unspecified),i,3,-13,i,i,i,i,-5,i,i,i
CC1CCC2(CC1)NC(=O)N(CC(=O)c1ccc3c(c1)OCO3)C2=O (stereo unspecified),i,.,-5,i,i,i,i,4,i,i,i
COc1cc(/C(=C/c2ccccc2)c2ccccc2)c2c(c1)oc1ccccc12,i,.,-3,i,i,i,i,1,i,i,i
Cn1cccc1Cc1nnc(SCC(=O)NCc2ccccc2)n1-c1ccc(F)cc1,i,1,-7,i,i,i,i,-14,i,i,i
Cc1cc(C)c(C)c(S(=O)(=O)N2CCN(C(=S)NCC3CCCO3)CC2)c1C (stereo unspecified),i,5,-21,i,i,i,i,-2,i,i,i
COc1ccc(C2OCC3(O)C(c4ccc(OC)c(OC)c4)OCC23)cc1OC (stereo unspecified),i,4,-2,i,i,i,i,0,i,i,i
Cc1nc(-c2ccc3c(c2)OCCO3)cs1,i,3,-10,i,i,i,i,3,i,i,i
O=C(Nc1nc2ccccc2s1)C1CCN(C(=O)c2ccco2)CC1,i,44,-5,i,i,i,i,4,i,i,i
O=C(c1ccco1)N1CCN(c2cccc(Cl)c2)CC1,i,-5,-3,i,i,i,i,3,i,i,i
SMILES,KCNK3 block,Dyrk1A ADPGlo,hERG protect,KCNQ1 act,TRPC4 potent,KCNK9 inh,TRPC4 block,Platelet DG rel,PolyA inhibitor,KCNQ1 inh,TRPC4 agonist
COc1ccc(NC(=O)c2cc(CC(C)C)on2)cc1OC,i,-3,-8,i,i,i,i,5,i,i,i
NC(=O)c1cc(S(=O)(=O)NCCc2ccc(Cl)cc2)cs1,i,-4,-4,i,i,i,i,-18,i,i,i
O=C(CCN1CCOCC1)NNC(=O)Nc1cccc(C(F)(F)F)c1,i,-5,-9,i,i,i,i,1,i,i,i
O=c1oc2ccccc2n1Cc1cccc(F)c1,i,-1,-12,i,i,i,i,-3,i,i,i
CN(C)C(/C=C/Nc1ccc(Br)cc1)=C(C#N)C#N,i,-5,-3,i,i,i,i,-3,i,i,i
O=C1CCCN1c1ccc(S(=O)(=O)Oc2cccc(Cl)c2)cc1[N+](=O)[O-],i,5,-5,i,i,i,i,-1,i,i,i
CCN1CC(CN(C)Cc2nc(-c3cccs3)no2)CC1=O (stereo unspecified),i,-4,-2,i,i,i,i,-3,i,i,i
Cc1ccc(C)c(NC(=O)CN(C)C(=O)c2ccncc2)c1,i,0,-9,i,i,i,i,0,i,i,i
COc1cc2c(cc1OC)C1=NC(=O)CN1C(SCc1ccc(C)cc1)=N2,i,5,-6,i,i,i,i,5,i,i,i
O=C1COc2ccc(C(=O)NCc3ccc4c(c3)OCO4)cc2N1,i,3,-11,i,i,i,i,3,i,7*,i
Cc1cc(C)nc(NC(=O)c2ccc3c(c2)OCO3)c1,.,.,-10,i,i,i,i,17,i,i,i
NS(=O)(=O)c1cc(C(=O)NCCOc2ccccc2)c(Cl)cc1Cl,i,6,-2,i,i,i,i,-4,i,i,i
CC(C)CCn1nnnc1C(c1ccccc1F)N1CCC(C(N)=O)CC1 (stereo unspecified),i,-4,-6,i,i,i,i,1,i,i,i
CCOC(=O)c1nnn2c1nc(N1CCCCC1)c1ccccc12,i,.,-4,i,i,i,i,7,i,i,i
Cc1ccc(CNC(=O)CCS(=O)(=O)c2ccc3c(c2)NC(=O)CO3)cc1,i,8,-1,i,i,i,i,16,i,i,i
CCOC(=O)c1cc(-c2ccccc2)sc1NC(=O)C(C)OC(=O)c1ccncc1 (stereo unspecified),i,-2,-10,i,i,i,i,-11,i,i,i
Cc1ccc(-c2csc3nnc(SCC(=O)NCc4ccc5c(c4)OCO5)n23)cc1,i,0,-7,i,i,i,i,12,i,i,i
